Bioassay records (PubChem)
TRPC6 activator: mouse TRPC6 channel activation. Q61143. HEK293-TRPC6 membrane potential dye fluorescence; stronger effect = higher value. B-score at 10 µM. hit rate 0.13% among 310,000. AID 2550;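 active means B-score of the integrated fluorescence ratio above library mean plus 3 SD, and starting fluorescence ratio within library mean plus 5 SD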;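 further: higher score means more depolarization so channel activation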
ANO1 activ: mouse TMEM16A channel activation, primary screen; B-score at 10 µM; AID 623877; Q8BHY3; HEK293 TMEM16A/YFP-H148Q/I152L, iodide quench fluorescence; stronger effect = lower value; hit rate 0.3% among 340,000;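 active means fluorescence-ratio B-score plate-corrected deviation score at least 3 library SD below zero, with starting fluorescence score within 5 deviations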;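 further: channel opened by trigger with iodide after compound preincubation; score built on the fluorescence ratio of max minus min over baseline; more negative score means more quench and so TMEM16A activation or potentiation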
HDAC3 inhib: inhibitors of human histone deacetylase 3 | O15379 | recombinant HDAC3, fluorogenic peptide/trypsin coupled, fluorescence | inhibition, % at 8.3 µM | hit rate 0.15% among 320,000; in the data active means inhibition above about 26%, passing the limit was not always enough; inconclusive means no clear call, values can overlap the other calls
MrgX1 ag: agonists of human MrgX1 receptor | Q96LB2 | MrgX1-HEK293 cells, Fluo-4 calcium fluorescence, agonist mode; stronger effect = higher value | B-score at 10 µM | hit rate 0.44% among 310,000 | AID 588627;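 active means calcium response B-score plate-corrected fluorescence ratio at least 3 library SD, with starting fluorescence B-score inside 5 SD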
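Assay system: stable human MrgX1 HEK293 cell line. Quantity: 15,000 cells per well. Schedule: cells plated overnight, dye loaded 0.5 h 37 °C, 0.5 h room temperature. Detection: Fluo-4 NW calcium-flux fluorescence, kinetic read. Read-out basis: peak-minus-minimum fluorescence over baseline, converted to B scores. Control set: positive and negative control wells on each plate.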
TRPC6 inh: inhibitors of mouse TRPC6 channel; AID 2553; HEK293-TRPC6, membrane potential dye, ACh-evoked depolarization; stronger effect = lower value; hit rate 1.1% among 310,000; Q61143; B-score at 10 µM;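 active means B-score under library mean minus 3 SD, initial fluorescence not abnormally high, positive integrated signal ratio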;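 further: B-score derived from integrated fluorescence ratio over the kinetic read; more negative B-score means stronger inhibition of depolarization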
RGS4 pot: potentiators or activators of RGS4; hit rate 0.92% among 310,000; B-score at 10 µM; HEK293 M3R/inducible RGS4, carbachol calcium flux Fluo4; stronger effect = lower value;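 active means B-score of the integrated calcium signal more than 4 SD below the library mean, with starting fluorescence not abnormally high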;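 further: negative B-score means reduced calcium response which marks RGS4 activation or potentiation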
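Test system: HEK293 cells with stable M3R and inducible RGS4; also added: carbachol at ECmax as muscarinic agonist stimulus; schedule: dye loading 30 min 37 °C, buffer rest 30 min RT; technique: kinetic calcium fluorescence imaging with Fluo4-AM dye, 2 µM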
TMEM16A inh: blocks the mouse calcium-activated chloride channel TMEM16A | Q8BHY3 | HEK293 TMEM16A/YFP iodide influx fluorescence, ionomycin | normalized B-score (activity score, 25-100; higher = stronger inhibition) at 10 µM | hit rate 1.2% among 310,000;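 active means ratio plate-corrected score three or more library SD toward inhibition, starting fluorescence score within five deviations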;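 further: score derived from kinetic fluorescence span divided by baseline fluorescence per well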
RGS4 block: human RGS4 inhibition. B-score at 10 µM. HEK293 M3R/RGS4 inducible, Fluo-4 calcium flux; stronger effect = higher value; triggered by carbachol at its EC20. hit rate 0.45% among 310,000. AID 463165. P49798;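 active means B-score, a plate-corrected calcium signal, over three deviations above library mean, with baseline fluorescence within five deviations of library mean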;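 further: RGS4 expression induced by doxycycline in cells with stable M3 receptor; B-score is computed from the integrated fluorescence ratio over baseline after carbachol; higher B-score means a larger calcium signal and so more RGS4 inhibition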
SKKanGAS inh: blocks kanamycin growth of S. pyogenes SKKanGAS strain; AID 1662; BacTiter-Glo, 6 h; inhibition, % at 7.5 µM; hit rate 1.3% among 300,000;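 active means mean replicate score, as percent of positive control median, at least 50; inconclusive means mean below 50 but one replicate at or above 50; inactive means mean and every replicate below 50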;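 further: strain carries kanamycin resistance gene driven by streptokinase promoter and grows in 40 µg/ml kanamycin; loss of luminescence reflects streptokinase promoter inhibition or plain growth inhibition; 0% = median of DMSO wells and 100% = positive control at its reference dose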
MrgX1 PAM: human MrgX1 positive allosteric modulation, primary screen; Q96LB2; MrgX1-HEK293, Fluo-4 calcium flux, FDSS; stronger effect = higher value; B-score at 10 µM; hit rate 0.63% among 310,000;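 active means plate-corrected calcium response at least 3 library SD above typical, normal starting fluorescence, not activating the receptor alone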;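 further: compound read alongside a low EC10 to EC30 dose of BAM8-22 agonist; peak minus trough fluorescence over baseline measured at the second addition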
MrgX1 antagonist: human MrgX1 receptor antagonism, primary screen; MRGX1-HEK293 calcium flux, Fluo-4, BAM8-22 antagonism; stronger effect = lower value; B-score at 10 µM; Q96LB2; hit rate 1.3% among 310,000;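 active means calcium-response B-score plate-corrected more than 3 library SD below zero, starting fluorescence within 5 deviations, no agonist response on first addition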;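 further: peak minus trough fluorescence over baseline after final BAM8-22 challenge near maximal dose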
* = called active by the depositor; i = inactive; ? = inconclusive; . = not tested or not shown.

SMILES	TRPC6 activator	ANO1 activ	HDAC3 inhib	MrgX1 ag	TRPC6 inh	RGS4 pot	TMEM16A inh	RGS4 block	SKKanGAS inh	MrgX1 PAM	MrgX1 antagonist
O=C(CCS(=O)(=O)c1ccccc1)Nc1ccc(-c2nc3ccccc3s2)cc1	i	i	-1	i	i	i	i	i	.	i	i
COc1ccc(N2CCN(C(=N)/C(C(C)=O)=C(\C)O)CC2)cc1	i	i	0	i	i	i	i	i	0	i	i
Cc1ccc(NC(=O)CCn2nc(C)cc2C)c(C)c1	.	i	.	i	.	.	i	.	-2	i	i
CCOC(=O)c1c(NC(=O)C2C3CCC(O3)C2C(=O)O)sc(C)c1-c1ccc(C)cc1 (centres undefined)	i	i	-4	i	i	i	i	i	7	i	i
Cc1ccccc1N(C(=O)CS(=O)CC(=O)Nc1ccc(F)cc1)C(C)C(=O)NC(C)(C)C (centres undefined)	i	i	4	i	i	i	i	i	-3	i	i
Nc1nnc(SCCOc2ccccc2)s1	i	i	3	i	i	i	i	i	-2	i	i
Cc1cccc(NC(=O)C2(c3cccs3)CCOCC2)n1	i	i	3	i	i	i	i	i	-4	i	i
O=C(CN1CCCCCC1=O)N1CCN(S(=O)(=O)c2cccs2)CC1	i	i	-4	i	i	i	i	i	1	i	i
COCCCNC(=O)c1ccc(S(=O)(=O)c2ccc(C)cc2)c(NC(C)=O)c1	i	i	-2	i	i	i	i	i	2	i	i
O=C(CN1C2=NCCN2c2ccccc21)c1ccco1	i	i	6	i	i	i	i	i	-5	i	i
CCC1COCCS(=O)(=O)N1Cc1ccc(C)cc1 (centres undefined)	i	i	9	i	i	i	i	i	3	i	i
Cc1ccc(C2=NNC(C(O)C(O)C(O)C(O)CO)S2)cc1 (centres undefined)	i	i	-5	i	i	i	i	i	-3	i	i
N/C(=N\OC(=O)COc1ccc(Cl)cc1Br)c1cccnc1	i	i	1	i	i	i	i	i	-7	i	i
Oc1ccc(/C=N/Nc2nn3cnnc3c3ccccc23)cc1	i	i	6	i	i	i	i	i	8	i	i
O=C(O)c1cc(-c2ccccc2Cl)n[nH]1	i	i	4	i	i	i	i	i	5	i	i
O=C(Nc1cc(Cl)ccc1N1CCOCC1)c1ccc(N2CCCCC2)c([N+](=O)[O-])c1	i	i	-2	i	i	i	i	i	-4	i	i
Cc1ccc(C(F)(F)F)cc1NC(N)=S	i	i	7	i	i	i	i	i	2	7.2*	i
O=C(NCc1ccccc1)c1onc(CS(=O)(=O)c2ccccn2)c1C(=O)NCc1ccccc1	i	i	2	i	i	i	i	i	0	i	i
CCOC(=O)N1CCN(c2cc(C)c(C(C)=O)cc2F)CC1	i	.	-1	i	i	i	i	i	8	i	i
Cc1c(C(=O)Nc2nc3ccccc3[nH]2)oc2c(Cl)cccc12	i	i	1	i	i	i	i	i	67*	i	i
CCOc1ccccc1N1CCN(C(=S)NCc2ccccc2)CC1	i	i	2	i	i	i	i	i	-3	i	i
O=C(CCCc1ccccc1)Nc1nnc(C(F)(F)F)s1	i	i	1	i	i	i	i	i	-4	i	i
C=CCc1ccc(OC(=O)c2ccccc2)c(OC)c1	i	i	5	i	i	i	i	i	-1	i	i
COc1cccc(NC(=O)NC2CCCCCCC2)c1	i	i	.	i	i	i	i	18*	0	i	i
COc1cccc(CNC(=O)c2ccc(CS(=O)c3ccccc3)o2)c1 (centres undefined)	i	i	6	i	i	i	i	i	2	i	i
COC(=O)c1ccc(NC(=O)C2CC2)o1	i	i	0	i	i	i	i	i	3	i	i
CC1=C(C(=O)OCc2ccccc2)C(c2ccsc2)C(C#N)=C(N)O1 (centres undefined)	i	i	-5	i	i	i	i	i	0	i	i
COc1cc(C(=O)COC(=O)CNC(=O)C2CCCCC2)cc(OC)c1OC	i	i	4	i	i	i	i	i	1	i	i
Cn1cc(Cl)c(C(=O)N(Cc2ccccc2)c2ccccn2)n1	i	i	2	i	i	i	i	i	2	i	i
COc1cccc(N2CCN(S(=O)(=O)c3c(C)[nH]c(C)c3C(=O)N3CCCC3)CC2)c1	i	i	2	i	i	i	i	i	0	i	i

An excerpt of these results, with two lines to a compound:
Values run as follows: TRPC6 activator, ANO1 activ, HDAC3 inhib, MrgX1 ag, TRPC6 inh, RGS4 pot, TMEM16A inh, RGS4 block, SKKanGAS inh, MrgX1 PAM, MrgX1 antagonist
- C=CCc1ccc(OC(=O)c2ccccc2)c(OC)c1
→ i, i, 5, i, i, i, i, i, -1, i, i
- O=C(O)c1cc(-c2ccccc2Cl)n[nH]1
→ i, i, 4, i, i, i, i, i, 5, i, i
- Cc1ccc(C2=NNC(C(O)C(O)C(O)C(O)CO)S2)cc1 (centres undefined)
→ i, i, -5, i, i, i, i, i, -3, i, i
- COCCCNC(=O)c1ccc(S(=O)(=O)c2ccc(C)cc2)c(NC(C)=O)c1
→ i, i, -2, i, i, i, i, i, 2, i, i

Additional compounds follow:
SMILES	TRPC6 activator	ANO1 activ	HDAC3 inhib	MrgX1 ag	TRPC6 inh	RGS4 pot	TMEM16A inh	RGS4 block	SKKanGAS inh	MrgX1 PAM	MrgX1 antagonist
COc1ccc(-c2cc(=O)c3cc(O)ccc3o2)cc1	i	i	0	i	i	i	i	i	-6	i	i
CC1CCCN(C(=O)CNC(=O)Cn2ccc3ccccc3c2=O)C1 (centres undefined)	i	i	0	i	i	i	i	i	0	i	i
Cc1ccc(S(=O)(=O)N2CCC(C(=O)NC3CCCCCC3)CC2)cc1	i	i	3	i	i	i	i	i	1	i	i
Cc1nn(CC(=O)Nc2cc(S(=O)(=O)N(C)C)ccc2Cl)c(C)c1[N+](=O)[O-]	i	i	-4	i	i	i	i	i	8	i	i
O=C(NC(Cc1ccccc1)C(=O)N1CCc2ccccc2C1)c1ccccc1 (centres undefined)	i	i	-4	i	i	i	i	i	3	i	i
COc1cc(COCC(O)CN2CCc3ccccc3C2)cc(OC)c1OC (centres undefined)	i	i	-1	i	i	i	i	i	2	i	i
O=[N+]([O-])c1ccc(Nc2nc(N/N=C\c3ccc4c(c3)OCO4)nc(N3CCCCC3)n2)cc1	i	i	-4	i	i	i	i	i	38	i	-4.5*
COc1cc(/C=N/n2cnn(Cc3ccccc3Cl)c2=S)cc(OC)c1OC	i	i	15	i	i	i	i	i	-13	i	i
CC(=O)Nc1c(O)nc(SCC(=O)N2CCN(c3ccc(F)cc3)CC2)[nH]c1=O	i	i	3	i	i	i	i	i	7	i	i
CCOC(=O)c1c(NC(=O)CC2Sc3ccc(C(F)(F)F)cc3NC2=O)sc(C)c1C (centres undefined)	i	i	-9	i	i	i	i	i	3	i	i
COc1ccc(C2C(C#N)=C(N)OC3=C2C(=O)CC(C)(C)C3)c(OC)c1OC (centres undefined)	i	i	0	i	i	i	i	i	0	i	i
CC1CCCN(CCCNC(=O)c2ccc(CS(=O)(=O)c3c(Cl)cccc3Cl)o2)C1 (centres undefined)	i	i	5	i	i	i	i	i	-5	i	i
CCc1nnc(N/N=C/c2ccccc2Cl)n1N	i	i	.	i	i	i	i	i	-7	i	i
Cc1cc(C(=O)N/N=C/C=C/c2ccc3c(c2)OCO3)n[nH]1	i	i	-4	i	i	i	i	i	2	i	i
CCOc1ccc(NS(=O)(=O)c2ccc(C(=O)NCc3cccnc3)cc2)cc1	i	i	2	i	i	i	i	i	-10	i	i
CCCS(=O)(=O)N1CCC(C(=O)N2CCN(Cc3ccccc3)CC2)CC1	i	i	-5	i	i	i	i	i	-6	i	i
C[C@H](NC(=O)CCn1nnc2ccccc2c1=O)C(=O)O	i	i	-5	i	i	i	i	i	-2	i	i
CCOC(=O)c1cc(=O)n2nc(-c3ccc(C)cc3)nc2s1	i	i	0	i	i	i	i	i	8	i	i
CCOc1ccc(C(=O)Oc2cc(C)[nH]c(=O)c2[N+](=O)[O-])cc1OCC	i	i	7	i	i	i	i	i	4	i	i
Cn1c(=O)cc(OCCCC(=O)N2CCN(Cc3ccc4c(c3)OCO4)CC2)c2ccccc21	i	i	6	i	i	i	i	i	-5	i	i
C=CCOc1ccc(C2c3c(oc4ccccc4c3=O)C(=O)N2CCCN2CCOCC2)cc1 (centres undefined)	i	i	?	i	i	i	i	i	8	i	i
COc1ccc(C(=O)Nc2cnc3ccccn3c2=O)cc1	i	i	4	i	i	i	i	i	12	i	i
CCC1CCCCN1C(=O)N[C@@H](CCSC)C(=O)OC (some centres undefined)	i	i	-1	i	i	i	i	i	5	i	i
O=C(C(Cl)c1ccccc1)N1CCOCC1 (centres undefined)	i	i	-1	i	i	i	i	i	2	i	i
CC(C)CCNC(=O)CN(Cc1ccc2c(c1)OCO2)C(=O)Cn1nnc(-c2cccs2)n1	i	i	6	i	i	i	i	i	4	i	i
COc1ccccc1C(CNc1ncnc2sc(C)c(C)c12)N(C)C (centres undefined)	i	i	0	i	i	-11*	i	i	7	i	i
O=C(Nc1ccc2nc(-c3cccnc3)[nH]c2c1)c1ccccc1F	i	i	5	i	i	i	i	i	-5	i	i
OCC1(Cc2ccccc2)CCCN(Cc2ccc3c(c2)OCCO3)C1 (centres undefined)	i	i	-1	i	i	i	i	i	0	i	i
CC1C(=O)CC(c2ccc([N+](=O)[O-])cc2)NC1c1ccc([N+](=O)[O-])cc1 (centres undefined)	i	i	-4	i	i	i	i	i	2	i	i
O=C(NCCc1ccc(Cl)cc1)C12CC3CC(CC(O)(C3)C1)C2	i	i	-6	i	i	i	i	i	7	i	i
Cc1cc(C)nc(SCC(=O)O)n1	i	i	8	i	i	i	i	i	-2	i	i
COCCNC(=O)C(c1ccc(C)cc1)N(C(=O)CCC(=O)Nc1ccccn1)c1ccccc1C (centres undefined)	i	i	1	i	i	i	i	i	-3	i	i
CCC(C)(C)NC(=O)c1ccc(S(=O)(=O)N(C)c2ccccc2OC)cc1	i	i	5	i	i	i	i	i	-2	i	i
COc1cccc(COC(=O)C2CCN(C(=O)c3ccc(F)cc3)CC2)c1OC	i	i	-2	i	i	i	i	i	-3	i	i
Cc1ccc(/C=C/C(=O)O)cc1S(=O)(=O)NCc1ccco1	i	i	-2	i	i	i	i	i	-11	i	i
